High-throughput results as filed in PubChem.
GoLoco inh red = blocks human Gai1 binding to RGS12 GoLoco peptide, red readout | 0.44% of 230,000 active | P63096 | Gai1:RGS12 GoLoco peptide FP, rhodamine, 10 min | Potency, µM (highest dose often 61.6 µM), for the others: at the highest dose activity, negative = inhibition, usual class: inhibitors; active = well fitted inhibition curve with a large enough effect, not every such curve was filed as active; inactive = no such curve, though single readings can be large or run the other way; also: % is scaled to controls: 0 for no effect and ±100 for the full control effect; nearly all actives have a fitted effect of over 30% in size; many of its hits are not listed in these tables
GLA spleen mod = inhibits or activates alpha-galactosidase in human spleen homogenate. Potency, µM (top dose mostly 80 µM), for the others: top-dose activity change, negative = inhibition, actives largely listed as inhibitors. human spleen homogenate, 4MU-alpha-Gal fluorescence, 40 min. P06280. 0.008% of 240,000 active. AID 2107;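 also: 0% = enzyme with vehicle and -100% = no enzyme basal signal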
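Human spleen homogenate (1 ug) was the enzyme source, with 4-methylumbelliferyl-alpha-D-galactopyranoside (1 mM final) in pH 5.0 citrate buffer with 0.01% Tween-20. Compounds were titrated; after 40 min at 37C, NaOH/glycine stop, 4-MU fluorescence read; AC50 from Hill fits.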
JMJD2E inh = JMJD2E (human) inhibition | 1.6% of 230,000 active | AID 2147 | Potency, µM (top dose mostly 57.1 µM), for the others: at the top dose activity change, negative = inhibition, hits mostly inhibitors | B2RXH2 | JMJD2E catalytic domain, FDH-coupled NADH fluorescence (FDH is formaldehyde dehydrogenase); active = well fitted inhibition curve with a large enough effect, not every such curve was filed as active; inconclusive = small, poorly fitted or top-dose-only effect, or another doubt; inactive = no such curve, though single readings can be large or run the other way;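 also: 0% = wells with enzyme and -100% = buffer wells without enzyme; nearly all actives have a fitted effect of over 50% in size; many of its hits are not listed in these tables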
Target sequence (B2RXH2 1-337 limits assumed): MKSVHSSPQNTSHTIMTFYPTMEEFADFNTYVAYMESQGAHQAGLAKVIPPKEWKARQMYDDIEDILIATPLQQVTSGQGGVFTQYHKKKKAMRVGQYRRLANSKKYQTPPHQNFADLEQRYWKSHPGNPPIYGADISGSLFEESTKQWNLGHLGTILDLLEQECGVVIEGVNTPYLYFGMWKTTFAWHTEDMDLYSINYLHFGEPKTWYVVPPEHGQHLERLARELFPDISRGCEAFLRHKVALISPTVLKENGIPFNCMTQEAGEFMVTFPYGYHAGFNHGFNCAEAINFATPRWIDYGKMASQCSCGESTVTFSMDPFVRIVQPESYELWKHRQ
GAA glycogen mod = inhibitors or activators of human alpha-glucosidase glycogen cleavage; 0.38% of 300,000 active; Potency, µM (doses to about 76.4 µM), for inactives: top-dose activity change, negative = inhibition, hits mostly inhibitors; AID 2100; P10253; recombinant GAA, glycogen substrate, Amplex Red glucose oxidase fluorescence;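 also: 0% = full enzyme reaction and -100% = no-enzyme basal signal; the screen sought inhibitors and activators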
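qHTS, 1536-well; enzyme 4 nM final; cpd up to 77 uM; substrate bovine liver glycogen 30 ug; 50 mM citrate/phosphate pH 5.0, 0.01% Tween-20; 37 C, 40 min; Amplex Red detection 45 min RT; Hill fit → AC50.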
SMN2 splice up = SMN2 splice variant enhancement; HEK293 SMN2-luciferase splicing reporter, luminescence, 30-36 h; 2.8% of 210,000 active; Potency, µM (series often up to 46.1 µM), for the others: at the highest dose activity change, positive = activation, usual class: activators; also: % of control where 0% means no effect; nearly all actives have a fitted effect of over 55% in size
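qHTS luciferase splicing reporter: luminescence rises when SMN2 exon 7 is included in transfected HEK293 cells. Compound exposure lasted 30-36 h at 37C, with 4.5 mM final sodium butyrate as control, followed by a ONE-Glo read.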
aGlu spleen mod = inhibitors or activators of human alpha-glucosidase in spleen homogenate | AID 2112 | 0.006% of 240,000 active | human spleen homogenate, 4-MU-alpha-glucoside fluorescence | Potency, µM (doses to about 79.9 µM), inactives show at the top dose activity change, negative = inhibition, most hits filed as inhibitors;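 also: 0% = enzyme with vehicle and -100% = no enzyme basal signal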
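AC50 values come from Hill-equation fits of concentration-response data, normalized to no-enzyme and full-activity controls. Enzyme source: 1 ug human spleen homogenate; 1 mM fluorogenic 4-MU glucoside, pH 5.0 citrate buffer, 37 C, 40 min.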
GAA inh = inhibitors of human lysosomal alpha-glucosidase; purified human GAA, 4-MU-alpha-glucoside fluorescence; Potency, µM (highest dose often 76.9 µM), inactives show at the top dose activity change, negative = inhibition, most hits filed as inhibitors; AID 1466; 0.005% of 200,000 active;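 also: plate controls were uninhibited enzyme wells for no effect and no-enzyme background for full effect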
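Fluorogenic assay: 4 nM human alpha-glucosidase with 400 uM 4-methylumbelliferyl-alpha-D-pyranoside in 50 mM citrate/phosphate, 0.005% Tween-20, pH 5.0, 20 min at room temperature. Compounds tested up to 77 uM; AC50 from Hill fits.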
ALDH1A1 block = inhibitors of human aldehyde dehydrogenase 1A1; Potency, µM (highest dose often 75.3 µM), for inactives: at the highest dose activity, negative = inhibition, actives largely listed as inhibitors; Purified ALDH1A1, NADH fluorescence, propionaldehyde substrate; 7.3% of 220,000 active; active = well fitted inhibition curve with a large enough effect, not every such curve was filed as active; inconclusive = small, poorly fitted or top-dose-only effect, or another doubt; inactive = no such curve, though single readings can be large or run the other way;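 also: plate controls were no enzyme wells and a reference inhibitor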
Target sequence (P00352 whole entry, looked up): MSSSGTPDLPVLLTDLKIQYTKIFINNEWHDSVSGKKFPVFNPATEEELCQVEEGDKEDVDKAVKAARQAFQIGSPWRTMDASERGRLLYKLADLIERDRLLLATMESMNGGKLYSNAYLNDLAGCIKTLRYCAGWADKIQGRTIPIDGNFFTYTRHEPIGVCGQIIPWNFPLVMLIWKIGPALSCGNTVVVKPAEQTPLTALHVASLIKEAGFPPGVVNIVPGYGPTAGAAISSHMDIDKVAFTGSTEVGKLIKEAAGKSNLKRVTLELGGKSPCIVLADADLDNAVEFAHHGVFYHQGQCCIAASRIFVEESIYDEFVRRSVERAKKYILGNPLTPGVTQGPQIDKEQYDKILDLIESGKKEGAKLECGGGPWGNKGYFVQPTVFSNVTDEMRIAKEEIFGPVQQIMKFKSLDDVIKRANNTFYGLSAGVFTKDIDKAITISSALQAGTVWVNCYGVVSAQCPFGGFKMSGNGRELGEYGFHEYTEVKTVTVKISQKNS
An asterisk follows results filed as active; ? = inconclusive; nt = no result given; [ ] = remark or other dose. Unless noted, calls follow the shape of the dose curve; as a rule, active = well fitted curve in the direction sought with a large enough effect; inconclusive = small, poorly fitted or top-dose-only effect, or another doubt; inactive = no such curve, though single readings can be large; an effect the other way counts as inactive or inconclusive. Potency is read from the fitted curve at half-maximal effect. Not all compounds are listed, so the mix of outcomes need not match the whole.

Compound	GoLoco inh red	GLA spleen mod	JMJD2E inh	GAA glycogen mod	SMN2 splice up	aGlu spleen mod	GAA inh	ALDH1A1 block
CCOc1cc2[nH]c(=O)n(CCCN3CCN(c4ccc(OC)cc4)CC3)c(=O)c2cc1OCC	2%	-6%	?	3%	-33%[inhibitor]	2%	-2%	-12%
CSc1ccccc1NC(=O)c1ccco1	3%	1%	4%	-3%	-14%	0%	-5%	-2%
Clc1cccc(N2CCN(c3nnnn3-c3ccccc3)CC2)c1	0%	1%	-7%	-6%	13%	1%	7%	?
CCOC(=O)CCC(NC(=O)CCCC(=O)NC(CCC(=O)OCC)C(=O)OCC)C(=O)OCC (stereo unspecified)	-8%	3%	6%	-10%	23%	0%	-1%	8%
O=C(NCCOc1ccccc1F)c1ccccc1SCc1ccc(F)cc1	8%	0%	1%	9%	-13%	-7%	-6%	-13%
C=CCOc1ccccc1CNc1ccccc1C	-3%	-3%	-16%	-6%	-4%	-7%	2%	?
CCSc1nnc(-c2ccc(S(=O)(=O)N3CCCC3)cc2)n1C	-5%	-23%	?	-7%	-1%	-5%	-4%	?
COc1ccc(NC(=S)NC2CCCCCC2)c(OC)c1	-2%	6%	2%	0%	2%	6%	-1%	-11%
CC(C)(C)NC[C@@H](O)COc1nsnc1N1CCOCC1	6%	9%	2%	nt	-2%	-1%	nt	7%
Nc1n[nH]c2cccc(Cl)c12	0%	-1%	10%	?	nt	1%	-3%	2%
COC(=O)NNC(=S)Nc1ccc(Br)cc1	11%	1%	-4%	?	21%	-1%	7%	-2%
c1ccc2c(c1)sc1nnnn12	9%	-2%	7%	-2%	11%	4%	-8%	?
COc1ccc(CNC(=O)CC2C(=O)NCCN2CC(C)(C)C)c(OC)c1 (stereo unspecified)	9%	4%	?	7%	nt	0%	4%	?
Cc1ccc(S(=O)(=O)CCNC(=O)Cc2ccccc2)cc1	4%	6%	2%	6%	10%	-5%	?	4%
Cc1cc(C(=O)NC2CCCCC2)c(C)n1-c1ccc(F)cc1	104%[activator]	2%	-3%	9%	?	-2%	0%	14µM*
COc1ccccc1/C=C\C(=O)NCC(=O)N/N=C/c1ccc(O)cc1O	5%	3%	?	-5%	nt	3%	nt	nt
CCCOc1ccc(-c2c(C(=O)N/N=C/c3ccc(C)cc3)nnn2-c2nonc2N)cc1	9%	3%	?	-13%	nt	-2%	nt	nt
CCOC(=O)c1ccc(NC(=S)N(CCCN2CCCC(C)C2)Cc2ccco2)cc1 (stereo unspecified)	3%	1%	-4%	-1%	9%	-9%	?	-2%
CCn1c(O)c(N=NC(=O)C2C(=O)NCC2c2ccccc2)c2ccccc21 (stereo unspecified)	6%	-1%	1%	9%	0%	-4%	-6%	?
CC(C)CCn1c(N2CCN(Cc3ccccc3)CC2)nc2c1c(=O)[nH]c(=O)n2C	11%	1%	-2%	-3%	15%	0%	8%	?

2 of the compounds above, as labelled records.
CCOc1cc2[nH]c(=O)n(CCCN3CCN(c4ccc(OC)cc4)CC3)c(=O)c2cc1OCC
  GoLoco inh red: 2%	GLA spleen mod: -6%	JMJD2E inh: ?	GAA glycogen mod: 3%	SMN2 splice up: -33%[inhibitor]	aGlu spleen mod: 2%	GAA inh: -2%	ALDH1A1 block: -12%
CSc1ccccc1NC(=O)c1ccco1
  GoLoco inh red: 3%	GLA spleen mod: 1%	JMJD2E inh: 4%	GAA glycogen mod: -3%	SMN2 splice up: -14%	aGlu spleen mod: 0%	GAA inh: -5%	ALDH1A1 block: -2%

More results
Compound	GoLoco inh red	GLA spleen mod	JMJD2E inh	GAA glycogen mod	SMN2 splice up	aGlu spleen mod	GAA inh	ALDH1A1 block
Cc1ccccc1NC(=S)N(CCc1c(C)[nH]c2ccc(F)cc12)Cc1cccnc1	-4%	3%	-13%	-6%	-33%	-11%	?	?
CC1=CC(C)(C)n2c(O)c(C3=NC(=S)NC3=O)c3cc(OC(=O)c4cccc5ccccc45)cc1c32	-5%	-8%	-5%	5%	-16%	-9%	-4%	?
Cc1cccc(S(=O)(=O)NCCC(=O)OC(C)C(=O)NC(=O)NC2CCCCC2)c1 (stereo unspecified)	4%	16%	-4%	2%	-3%	3%	0%	-6%
c1ccc(-c2n[nH]c3c2oc2ccccc23)cc1	7%	-1%	nt	nt	nt	14%	nt	-4%
COc1ccc(C)cc1NS(=O)(=O)c1cn(C)nc1C	5%	-1%	-1%	17%	?	-1%	10%	?
c1ccc(CCC2CCCCN2Cc2nc(C3CC3)no2)cc1 (stereo unspecified)	-9%	4%	6%	16%	nt	11%	-8%	0%
O=C(O)CC1=C(c2ccc(F)cc2)CCC1=O	4%	5%	-4%	13%	-5%	4%	4%	1%
COc1ccc2nc(SCC(=O)N3CCNC3=O)[nH]c2c1	9%	-1%	1%	-2%	?	-6%	4%	-3%
C=CCN1CCc2cc(O)c(O)cc2C(c2ccccc2)C1 (stereo unspecified)	-7%	5%	?	nt	4%	-5%	nt	-5%
Cc1ccccc1NC(=O)CSc1ccncc1	67%[activator]	4%	-10%	7%	nt	-2%	0%	?
CC1=C(C(=O)OCC(C)C)C2(O)C(=O)c3ccccc3C2(O)N1 (stereo unspecified)	11%	-5%	4%	-2%	?	1%	3%	?
CC(C(=O)Nc1cc(C(F)(F)F)ccc1N1CCOCC1)N1C(=O)C2CC=CCC2C1=O (stereo unspecified)	7%	-6%	-17%	10%	-1%	-7%	-3%	3%
Cc1cc(NC(=O)c2ccc([N+](=O)[O-])cc2Cl)ccc1NC(=O)c1ccco1	1%	7%	9%	-4%	3%	0%	-1%	8%
Nc1cc(-c2cccc(F)c2)nn1S(=O)(=O)c1cccc2nsnc12	7%	-5%	4%	-4%	-7%	-11%	-2%	6%
CCCn1c(-c2ccc(F)cc2)nc2c(NCCCN(CCO)CCO)nc(C)nc21	3%	0%	?	nt	7%	8%	nt	?
Cc1ccc(N2C(=O)CC(Nc3cccc4ccccc34)C2=O)cc1 (stereo unspecified)	-4%	-5%	?	1%	nt	-3%	nt	nt
Cc1cc(C)c(C(=O)Cn2nc(C(=O)O)c3ccccc3c2=O)cc1C	11%	4%	-3%	4%	nt	4%	-6%	11%
Cc1nnc(SCCn2c(N3CCC(C)CC3)nc3c2c(=O)[nH]c(=O)n3C)s1	4%	0%	1%	5%	-6%	-3%	6%	-5%
CCCOc1ccc(C2NC(=S)NC(c3ccccc3)=C2C(=O)Nc2ccc(C)cc2)cc1OC (stereo unspecified)	5%	0%	0%	-2%	-3%	-2%	4%	0.35µM*
COc1ccc(OCC(=O)Nc2ccc(S(=O)(=O)N3CCCCCC3)cc2)cc1	3%	-3%	-12%	-6%	4%	-14%	-10%	?
CCOC(=O)Nc1ccc2c(c1)Sc1ccccc1N2C(=O)CCN1CCOCC1	3%	-5%	6%	4%	-27%	-11%	-13%	7%
COc1ccc(NC(=O)c2oc3ccccc3c2NC(=O)c2ccco2)c(OC)c1	-10%	3%	?	5%	-15%	1%	?	59%[activator]
CS(=O)(=O)Nc1ccc(C2=NN(S(C)(=O)=O)C(c3ccc4c(c3)OCO4)C2)cc1 (stereo unspecified)	105%[activator]	5%	?	5%	11µM*	4%	-2%	?
O=C1OC(/C=C/c2ccc(Cl)cc2Cl)=NC/1=C\c1cccs1	-1%	-1%	9%	18%	-10%	-6%	4%	3.2µM*
CCOC(=O)C(=O)NNc1ccc(C)cc1	5%	-1%	5%	?	-48%[inhibitor]	-5%	-4%	4%
CCc1nnc(NC(=O)CSc2nc(SC)ns2)s1	-7%	-5%	1%	-7%	7%	1%	-4%	4%
CC(=O)NCCc1c[nH]c2ccc(OCC(O)CNC(C)(C)C)cc12 (stereo unspecified)	10%	-10%	?	2%	nt	-4%	nt	nt
C#Cc1ccc([C@@H]2C=C(C(=O)N3CCN(Cc4ccccc4)CC3)O[C@H](OCC)[C@H]2CCCO)cc1	-4%	-9%	12%	10%	nt	-7%	nt	-8%
CC1=C(C(=O)OC(C)C)C(c2ccc(C)o2)NC(=O)N1 (stereo unspecified)	15%	-1%	-8%	1%	-27%	-6%	2%	?
COc1ccc(N2CCN(C(=S)Nc3ccc(S(N)(=O)=O)cc3)CC2)cc1	1%	3%	-25%	-10%	nt	-3%	14%	?
O=C(NNS(=O)(=O)c1ccc(F)cc1)c1cnn(-c2ccccc2)c1C(F)(F)F	-16%	4%	2%	-9%	nt	0%	nt	nt
Cc1ccc(-c2csc(N)n2)s1	4%	10%	1%	-10%	3%	0%	6%	?
O=C(COC(=O)c1cc(=O)c2ccccc2o1)NC1CCCCC1	10%	17%	15%	-2%	17%	4%	-2%	-4%
O=C(Oc1cccnc1)c1ccc(Cl)c(Cl)c1	6%	-4%	12%	-1%	-2%	-13%	5%	6%
O=C(c1ccccc1C(F)(F)F)N1CCN(S(=O)(=O)c2ccccc2)CC1	3%	7%	-2%	-9%	-7%	3%	-11%	-5%
CCCOC(=O)CSc1nnc(-c2ccccc2Cl)o1	6%	1%	-1%	-10%	-12%	0%	-16%	-2%
c1ccc(CCc2nn3c(Cc4ccccc4)nnc3s2)cc1	-7%	5%	-14%	-3%	?	-4%	-8%	8.9µM*
COC(=O)C(CC(C)C)NC(=O)/C=C/c1ccccc1Cl (stereo unspecified)	12%	-4%	11%	4%	-4%	7%	-2%	13%
COCCCNC(=O)c1ccccc1C(F)(F)F	2%	1%	1%	-5%	nt	-1%	nt	nt
C[N+]1(C)CCC[C@@H](OC(=O)C(O)(c2ccccc2)c2ccccc2)C1	-4%[21.6 µM]	-1%[29.1 µM]	3%[25.5 µM]	nt	-1%[20.6 µM]	2%[29.1 µM]	nt	-3%[20.9 µM]
